Screens: PubChem BioAssay, Sanford-Burnham Center for Chemical Genomics
Gli-Sufu block = blocks Gli-Sufu signaling in a luciferase reporter; inhibition, % at 5 µM; 0.74% of 340,000 active; Sufu-KO-LIGHT fibroblasts, Gli luciferase reporter luminescence;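 active = inhibition above about 55%, limit read from the data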;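 also: 0% = DMSO-treated cells and 100% = wells with medium but no cells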
CCR6 antagonist = blocks CCL20-driven beta-arrestin recruitment at human CCR6; P51684; CHO-K1 CCR6 PathHunter beta-arrestin, luminescence, CCL20-stimulated; inhibition, % at 20 µM; 0.49% of 340,000 active;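 active = compounds whose inhibition of the agonist-driven luminescence signal at 20 µM reaches about 50%, limit read from the data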;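 also: cells stimulated with CCL20 at 14 nM final; plate controls were DMSO with CCL20 for no effect and DMSO without agonist for full effect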
Target sequence (P51684 whole entry, looked up): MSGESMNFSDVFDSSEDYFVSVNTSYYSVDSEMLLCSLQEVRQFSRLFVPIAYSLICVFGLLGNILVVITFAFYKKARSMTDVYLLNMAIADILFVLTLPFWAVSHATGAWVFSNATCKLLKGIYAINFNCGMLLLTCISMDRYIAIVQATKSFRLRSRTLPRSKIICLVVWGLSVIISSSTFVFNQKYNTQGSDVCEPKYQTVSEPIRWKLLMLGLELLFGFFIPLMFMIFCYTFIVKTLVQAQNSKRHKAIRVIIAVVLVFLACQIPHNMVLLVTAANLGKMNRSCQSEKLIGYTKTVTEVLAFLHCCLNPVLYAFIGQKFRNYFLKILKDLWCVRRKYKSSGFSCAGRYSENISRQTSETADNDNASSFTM
Jurkat NFkB inh = inhibitors of the PMA/ionomycin-induced NF-kB reporter in Jurkat cells; PMA/ionomycin-induced NF-kB luciferase reporter, luminescence; inhibition, % at 4 µM; 0.53% of 330,000 active; in the data active = inhibition above about 50%
UBC13 polyUb = inhibitors of human UBC13 polyubiquitin chain formation; P61088; TR-FRET; inhibition, % at 20 µM; 0.47% of 330,000 active; AID 485273; in the data active = inhibition above about 45%, passing the limit was not always enough
697 NFkB inh = inhibitors of the PMA/ionomycin-induced NF-kB reporter in 697 B cells. 697 B-cell NF-kB luciferase reporter, 16 h. inhibition, % at 4 µM. 0.33% of 330,000 active. AID 435022; in the data active = inhibition above about 35%
EBI2 antag = blocks human EBI2 receptor beta-arrestin signaling; EBI2 beta-arrestin recruitment, luminescence, 7a,25-OHC stimulated; inhibition, % at 5 µM; P32249; AID 651636; 0.81% of 360,000 active; in the data active = inhibition above about 38%;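 also: enzyme fragment complementation signal reports receptor beta-arrestin coupling in cells; 0% = agonist plus DMSO wells and 100% = wells without agonist; some results beyond the cut were filed as inactive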
Target sequence (P32249 whole entry, looked up, the tested form may be a part): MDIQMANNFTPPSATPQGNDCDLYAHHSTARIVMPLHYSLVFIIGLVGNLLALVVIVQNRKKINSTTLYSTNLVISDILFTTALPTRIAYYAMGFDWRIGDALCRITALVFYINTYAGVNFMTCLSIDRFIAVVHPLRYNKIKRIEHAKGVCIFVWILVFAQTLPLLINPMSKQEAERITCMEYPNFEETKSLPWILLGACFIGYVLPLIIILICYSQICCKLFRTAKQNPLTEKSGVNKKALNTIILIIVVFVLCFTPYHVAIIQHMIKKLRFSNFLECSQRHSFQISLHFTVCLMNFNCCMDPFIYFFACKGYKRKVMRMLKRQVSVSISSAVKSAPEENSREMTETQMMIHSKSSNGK
CXCR6 block = blocks human CXCR6 beta-arrestin recruitment. O00574. CHO-K1 PathHunter CXCR6 beta-arrestin, luminescence. inhibition, % at 20 µM. 0.36% of 360,000 active. AID 602244; in the data active = inhibition above about 34%, passing the limit was not always enough;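 also: antagonist mode with CXCL16 agonist at 10 nM final; 0% = 10 nM CXCL16 with DMSO and 100% = unstimulated wells without agonist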
Target sequence (O00574 whole entry, looked up): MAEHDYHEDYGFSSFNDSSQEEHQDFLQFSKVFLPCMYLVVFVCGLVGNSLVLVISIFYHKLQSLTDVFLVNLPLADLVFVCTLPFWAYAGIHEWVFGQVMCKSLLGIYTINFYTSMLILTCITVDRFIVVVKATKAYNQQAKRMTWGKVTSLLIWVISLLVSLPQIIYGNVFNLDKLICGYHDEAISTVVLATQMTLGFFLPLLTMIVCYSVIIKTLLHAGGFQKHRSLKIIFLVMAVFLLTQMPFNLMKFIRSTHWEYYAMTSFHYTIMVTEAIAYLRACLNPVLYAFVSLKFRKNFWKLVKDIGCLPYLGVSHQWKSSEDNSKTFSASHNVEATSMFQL
APJ antagonist = blocks the human apelin receptor APJ. P35414. CHO-K1 APJ beta-arrestin complementation, luminescence. inhibition, % at 20 µM. 0.32% of 330,000 active. AID 2521;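 active = inhibition above about 40% at 20 µM, limit read from the data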;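 also: cells challenged with 10 nM apelin-13 agonist together with compound; plate controls were apelin-13 plus DMSO wells for no effect and DMSO wells lacking apelin-13 for full effect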
* hit, by the source's call; nt = not tested or not shown.

no.	SMILES	Gli-Sufu block	CCR6 antagonist	Jurkat NFkB inh	UBC13 polyUb
1	Cc1cccc(OCC(=O)Nc2ccc3c(c2)nc2n3CCOC2)c1	-4	-5	11	1
2	CCN(CC)C(=O)c1cc(-c2ccc(Br)cc2)on1	-74	4	-98	11
3	COc1ccc(N2C(=O)CC(NC3CC3)C2=O)cc1 (stereo unspecified)	22	-17	6	1
4	COCCCn1c(SCC(=O)Nc2ccccc2)nnc1-c1ccncc1	-4	-3	-2	6
5	Cc1cccc(N2CCN(C(=O)CCc3nc4ccccc4c(=O)[nH]3)CC2)c1C	5	16	5	-13
6	CC(C)(C)OC(=O)C[C@H]1C/C=C\C[C@@H](CC(=O)NCCO)C(=O)NC[C@H](c2ccccc2)OC1=O	4	-4	10	11
7	Cc1ccc(S(=O)(=O)NC2(C(F)(F)F)C(=O)Nc3c2c(=O)n(C)c(=O)n3C)cc1 (stereo unspecified)	2	2	9	5
8	COCC(C)n1c(C)cc(C(=O)CN2c3cccc4cccc(c34)S2(=O)=O)c1C (stereo unspecified)	-1	8	-5	2
9	COCCNC(=S)N1CCCN(c2nc3cc(C)ccc3cc2C#N)CC1	9	-2	-9	-5
10	CC(C)CN(C(=O)CN1CCc2ccccc21)c1c(N)n(CC(C)C)c(=O)[nH]c1=O	-2	3	11	-5
11	COc1ccc(/C=N/NC(=O)c2ccc(=O)[nH]n2)cc1OC	0	10	14	-6
12	CCOc1ccc(CCNS(=O)(=O)c2cccc3nsnc23)cc1OCC	-5	5	1	0

no.	697 NFkB inh	EBI2 antag	CXCR6 block	APJ antagonist
1	13	-25	6	5
2	-70	7	-16	-24
3	5	-1	2	-21
4	10	-12	-3	9
5	-7	9	-8	5
6	3	-3	-2	-3
7	18	0	7	10
8	7	4	-7	-1
9	-7	6	-10	-8
10	8	1	-8	-8
11	5	-1	2	-9
12	9	7	2	18

Continuation.
no.	SMILES	Gli-Sufu block	CCR6 antagonist	Jurkat NFkB inh	UBC13 polyUb
13	Cc1cc(C)nc(NC2=NCC(=O)N2c2ccc3c(c2)OCCO3)n1	3	9	8	-3
14	CC(C)c1ccc(NC(=O)COC(=O)c2c[nH]c(=O)[nH]c2=O)cc1	-7	4	11	2
15	Cc1ccc(OCCn2ccnc2)c(C)c1	-3	-5	-13	0
16	CCCC(=O)C1=C(O)C(C(=O)OC)C(C)(C)CC1=NCCc1ccc(OC)c(OC)c1 (stereo unspecified)	3	1	-2	-2
17	CCOC(=O)Cc1csc(NS(=O)(=O)c2ccc(SC)cc2)n1	-7	0	-7	-6
18	COc1ccc(-c2noc(CCCC(=O)NCC3CCCO3)n2)cc1 (stereo unspecified)	16	2	-10	11
19	COc1ccc(OCCN2CCN(S(=O)(=O)c3ccccc3C#N)CC2)cc1	4	6	-1	-4
20	CCCCCCCN1CCC(=O)N([C@H](CO)CC(C)C)CC1	15	0	3	1
21	CCc1cc2c(=O)c(-c3nc4ccccc4n3C)c(C(C)C)oc2c(CN2CCN(C)CC2)c1O	4	-3	9	2
22	CC1(C)CC(=O)C2=C(C1)N(N1CCOCC1)C(N)=C(C#N)C2c1cccs1 (stereo unspecified)	-1	3	7	8
23	Nc1ccc2c(c1)OCCOCCOCCOCCOCCO2	3	-13	-1	-18
24	CC(C)(C)OC(=O)NCCc1nnc(SCC(=O)Nc2ccc(Br)cc2)o1	-7	10	12	1

no.	697 NFkB inh	EBI2 antag	CXCR6 block	APJ antagonist
13	17	-5	-7	-4
14	7	-9	-2	8
15	2	-2	-4	-24
16	-15	-4	3	-8
17	-5	6	3	-15
18	41*	1	-3	5
19	-6	35	-5	1
20	-2	-4	-3	10
21	-24	-5	5	10
22	1	-24	-9	2
23	16	8	-5	1
24	14	3	2	4

Of the compounds above, these have an aryl methoxy group:
no.	SMILES	Gli-Sufu block	CCR6 antagonist	Jurkat NFkB inh	UBC13 polyUb
3	COc1ccc(N2C(=O)CC(NC3CC3)C2=O)cc1 (stereo unspecified)	22	-17	6	1
11	COc1ccc(/C=N/NC(=O)c2ccc(=O)[nH]n2)cc1OC	0	10	14	-6
16	CCCC(=O)C1=C(O)C(C(=O)OC)C(C)(C)CC1=NCCc1ccc(OC)c(OC)c1 (stereo unspecified)	3	1	-2	-2
18	COc1ccc(-c2noc(CCCC(=O)NCC3CCCO3)n2)cc1 (stereo unspecified)	16	2	-10	11
19	COc1ccc(OCCN2CCN(S(=O)(=O)c3ccccc3C#N)CC2)cc1	4	6	-1	-4

no.	697 NFkB inh	EBI2 antag	CXCR6 block	APJ antagonist
3	5	-1	2	-21
11	5	-1	2	-9
16	-15	-4	3	-8
18	41*	1	-3	5
19	-6	35	-5	1

Following part
no.	SMILES	Gli-Sufu block	CCR6 antagonist	Jurkat NFkB inh	UBC13 polyUb
25	CC(=O)OC(=C(OC(C)=O)c1ccccc1)c1ccccc1	-4	0	nt	nt
26	COc1ccc(N2CCN(C(=S)NCc3ccccc3)CC2)cc1	12	1	5	5
27	COc1ccc(-c2csc(N(CCCN(C)C)C(=O)c3cccs3)n2)cc1	20	13	-12	15
28	COc1ccc(N2C(=O)C(Cl)=C(Nc3ccc(OC)cc3OC)C2=O)cc1	-3	14	8	-14
29	COc1ccc(Cl)cc1C(=O)NNC(=O)CSc1nncn1C	-2	4	0	13
30	CCOC(=O)C1CCN(S(=O)(=O)c2cc3c(cc2C)NC(=O)CO3)CC1	0	0	7	-1
31	COc1ccc(NC(=O)C(CC(C)C)NC(=O)C2CCC(C)CC2)cc1 (stereo unspecified)	-2	20	0	2
32	COCc1cc(C)n(CC(=O)NCc2ccccc2)c(=O)c1C#N	12	15	2	6
33	CC(C)C[C@H]1CN=C(N(C)C)N1CC1CCCCCC1	22	17	5	14
34	CC(C)CNC(=S)N1CCC(c2nc(-c3ccc(F)cc3)no2)CC1	12	-4	19	1
35	CCOC(=O)C1CCCCN1Cc1ccc(OC)c(OC)c1OC (stereo unspecified)	4	3	1	9
36	Cc1cc2cc(CNC(=O)Cc3ccc([N+](=O)[O-])cc3)ccc2[nH]1	-12	12	-7	1

no.	697 NFkB inh	EBI2 antag	CXCR6 block	APJ antagonist
25	nt	7	3	nt
26	15	-3	-7	-10
27	7	0	-9	19
28	-15	0	1	-4
29	6	4	-6	1
30	1	-2	-4	-12
31	15	6	10	6
32	9	5	-4	-1
33	-2	0	9	15
34	-34	0	-1	11
35	7	3	-7	11
36	8	0	0	8

Continuation.
no.	SMILES	Gli-Sufu block	CCR6 antagonist	Jurkat NFkB inh	UBC13 polyUb
37	Cc1noc(C)c1COc1ccc(C(=O)N2CCN(c3ccccc3F)CC2)cc1	-4	14	12	5
38	N#CCCN1CCCc2cc(N=Nc3ccc(C(F)(F)F)cc3)ccc21	28	30	-47	-129
39	Cc1ccc(S(=O)(=O)N2[C@@H](c3cccc(Cl)c3)C(C(=O)O)=CC[C@H]2c2ccc(Cl)cc2)cc1	-11	10	-19	-23
40	O=C(C1CC1)N1CCc2cc(Br)c(S(=O)(=O)N3CCCCCC3)cc21	7	6	nt	nt
41	Cc1ccc(C(=O)N/C(=C/C=C/c2ccccc2)C(=O)NCc2ccco2)cc1	-7	7	-14	-5
42	CCN1CCN(CCCNC(=O)c2ccc3c(c2)N(Cc2ccccc2)CCS3)CC1	32	25	-22	26
43	COc1ccc(C(=O)NC2CC(C)(C)Cc3c2cnn3-c2ccccc2)cc1OC (stereo unspecified)	7	6	9	-6
44	COC(=O)C1CCN(C(=O)COC(=O)[C@@H]2CC(O)CN2S(=O)(=O)c2ccc3c(c2)OCCO3)CC1 (stereo partly specified)	1	-6	-5	-3
45	CC(=O)N1N=C(c2cccc([N+](=O)[O-])c2)OC1c1ccc(Cl)cc1Cl (stereo unspecified)	5	17	3	2
46	CC(C(=O)O)N1C(=O)C2C3c4ccccc4C(c4ccccc43)[C@@H]2C1=O (stereo partly specified)	5	4	11	-4
47	COC(=O)[C@@]1(Cc2ccc(F)cc2)[C@H]2c3cc(C(=O)N(C)C)n(Cc4ccc(OC(F)(F)F)cc4)c3C[C@H]2CN1C(=O)c1ccccc1	nt	nt	27	0
48	Cc1cc(NC(=O)c2ccc(COc3ccc(Cl)c(C)c3)o2)no1	-7	5	-3	-17

no.	697 NFkB inh	EBI2 antag	CXCR6 block	APJ antagonist
37	2	-2	-7	19
38	-15	56*	17	30
39	4	-4	0	8
40	nt	0	-2	nt
41	-13	10	-5	4
42	0	4	14	26
43	-14	-6	-1	16
44	-18	0	0	-10
45	-6	8	-1	-5
46	14	-13	6	-16
47	9	nt	nt	18
48	-49	-8	3	-4

The list goes on:
no.	SMILES	Gli-Sufu block	CCR6 antagonist	Jurkat NFkB inh	UBC13 polyUb
49	CC(C)c1nc(SCC(=O)Nc2c[nH]c(=O)[nH]c2=O)c2cnn(-c3ccccc3)c2n1	6	8	4	0
50	COc1cc2[nH]c(=S)nc(NCc3cccc(Cl)c3)c2cc1OC	10	15	3	20
51	C=CCn1c(=NC(=O)c2ccc(S(=O)(=O)N3CCc4ccccc4C3)cc2)sc2cc(S(N)(=O)=O)ccc21	28	0	17	23
52	COc1ccccc1CNC(=O)CSc1ccc(C)cc1	-1	-3	-8	-5
53	FC(F)Oc1ccc(-c2csc(NNC3=NCCCCC3)n2)cc1	14	33	-7	1
54	O=C(NCc1ccccn1)C1CC(=O)N(C2CCCC2)C1 (stereo unspecified)	4	6	2	-9
55	CNS(=O)(=O)c1cccc(C(=O)OCC(=O)Nc2sc3c(c2C#N)CCCCC3)c1	-11	14	-14	0
56	Cc1ccc(S(=O)(=O)C2(C(=O)N3CCCCCC3)CC2)cc1	1	1	22	0
57	COCc1ccc(C(=O)NCC2(N3CCCCC3)CCCCC2)cc1	27	13	-4	9
58	Cc1oc(-c2ccc(Cl)cc2)nc1CN1CCCC(C(=O)NCc2ccccn2)C1 (stereo unspecified)	7	4	-4	7
59	COc1ccccc1S(=O)(=O)N1CCN(S(=O)(=O)c2ccccc2C#N)CC1	-20	10	-11	-2
60	COc1cccc(-c2ccc(NC(=O)C3CCCN(Cc4cnn(C)c4C)C3)cc2)c1 (stereo unspecified)	3	1	-3	9
61	CCCN(CCC)CC(O)Cn1cc(/C=C/C(=O)c2ccccc2)c2ccccc21 (stereo unspecified)	37	13	nt	nt
62	Cc1cc(C)c(S(=O)(=O)Nc2ncccc2C)c(C)c1	2	8	16	4
63	Cc1cc(NC(=O)CSc2nnc(-c3ccco3)o2)no1	-22	-9	9	-6

no.	697 NFkB inh	EBI2 antag	CXCR6 block	APJ antagonist
49	4	4	2	2
50	15	-6	5	-3
51	-20	8	7	-6
52	-6	9	-1	1
53	9	13	11	-2
54	16	-8	-4	9
55	21	9	12	2
56	15	-9	0	10
57	-15	-10	-4	2
58	-11	-6	-6	13
59	-8	5	-4	-4
60	-21	2	1	9
61	nt	-8	-8	nt
62	10	-13	3	2
63	20	0	-12	-28

Screen by screen, quoted from above:
Entries 52–60 in EBI2 antag read 9, 13, -8, 9, -9, -10, -6, 5, 2
Entries 52–60 in UBC13 polyUb read -5, 1, -9, 0, 0, 9, 7, -2, 9
Entries 52–60 in Gli-Sufu block read -1, 14, 4, -11, 1, 27, 7, -20, 3

4 structures already listed, ordered by molar mass, high to low:
no.	SMILES	Gli-Sufu block	CCR6 antagonist	Jurkat NFkB inh	UBC13 polyUb
51	C=CCn1c(=NC(=O)c2ccc(S(=O)(=O)N3CCc4ccccc4C3)cc2)sc2cc(S(N)(=O)=O)ccc21	28	0	17	23
55	CNS(=O)(=O)c1cccc(C(=O)OCC(=O)Nc2sc3c(c2C#N)CCCCC3)c1	-11	14	-14	0
59	COc1ccccc1S(=O)(=O)N1CCN(S(=O)(=O)c2ccccc2C#N)CC1	-20	10	-11	-2
60	COc1cccc(-c2ccc(NC(=O)C3CCCN(Cc4cnn(C)c4C)C3)cc2)c1 (stereo unspecified)	3	1	-3	9

no.	697 NFkB inh	EBI2 antag	CXCR6 block	APJ antagonist
51	-20	8	7	-6
55	21	9	12	2
59	-8	5	-4	-4
60	-21	2	1	9
